Coupling enz: inhibits coupling enzyme system, counter-screen for aldolase hits. coupling enzyme system counterscreen, AmpLite Red fluorescence. hit rate 0.67% among 290,000. activity change, negative = inhibition, % at 58.2 µM, hits read low; in the data active = activity change below about -30%; note: % is set by controls: 0 for no effect and ±100 for the full control effect
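Compounds tested against the coupling enzymes alone at 57.5 uM final; readout was AmpLite Red fluorescence (525/598 nm) after 20 min at RT.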
MLL CXXC-DNA inh: inhibitors of human MLL CXXC domain-DNA interaction; MLL-CXXC / FITC-HOXA9 DNA fluorescence polarization; Potency, µM (doses to about 115 µM), for inactives: at the top dose activity change, negative = inhibition, usual class: inhibitors; hit rate 0.037% among 290,000; AID 2662; active = well fitted inhibition curve with a large enough effect in the polarisation, with a control signal flat, not every such curve was filed as active; inconclusive = small, poorly fitted or top-dose-only effect, or effect the other way, or a change in a side signal; inactive = no such curve, though single readings can be large or run the other way; the % refers to the polarisation; note: potency is the fitted concentration of half-maximal effect
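Fluorescence polarization: 7 uM MLL-CXXC (stock) preincubated 5 min with compounds, then 50 nM fluorescein-HOX-A9 DNA (stock) added; 30 min ambient. Buffer 50 mM Tris-HCl pH 7.5, 50 mM NaCl, 1 mM DTT, 0.05% BSA.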
GALK inhibitor: inhibitors of human galactokinase; Purified GALK, Kinase-Glo residual ATP luminescence; hit rate 0.007% among 270,000; P51570; Potency, µM (titrated, usually from 57.5 µM), for inactives: at the highest dose activity change, negative = inhibition, actives largely listed as inhibitors; note: potency is the fitted concentration of half-maximal effect; % is set by controls: 0 for no effect and ±100 for the full control effect
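Quantitative HTS: GALK 5 nM, ATP 35 uM, galactose 100 uM, 1 h room temperature, then luciferase-based ATP detection.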
TSHR antagonist: human thyrotropin receptor antagonism | P16473 | TSHR-expressing cells, TSH-stimulated cAMP HTRF, 2 h; hits give low values | activity change, negative = inhibition, % at 11.5 µM | hit rate 0.2% among 330,000 | AID 504810;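 active = activity change below a set negative limit, meaning inhibition stronger than a set level, cut at about -70% in these data; inconclusive = activity change between two set negative limits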; note: % is set by controls: 0 for no effect and ±100 for the full control effect
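Read-out is FRET at 665 nm (cryptate excitation 337 nm) from a cryptate-tagged anti-cAMP antibody, competed by cell cAMP against cAMP-d2. Compounds are tested on freshly harvested TSHR cells challenged with 4nM TSH (EC80) for 2 hours at 37 deg C.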
TCR act: activators of T cell receptors. 330,000 tested, under 10 active. primary human leukocytes, anti-CD3, IL-2 HTRF, 48 h. AID 504894. Potency, µM (highest dose often 9.22 µM), for the others: at the top dose activation of IL-2 secretion, usual class: activators; note: % of control where 0% means no effect
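Primary human leukocytes receive a-CD3 beads and test compound and are incubated 48 hr. Secreted IL-2 is then assayed by HTRF, measuring 665nm acceptor emission after 320nm excitation of the europium donor.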
BCR signal inh: blocks chronic active B-cell receptor signaling; AID 493014; ABC-DLBCL IkBa-CBG/CBR reporter, luminescence ratio, 4 h; hit rate 0.05% among 340,000; Potency, µM (top dose mostly 46.1 µM), for inactives: at the highest dose ratio change, negative = lower green/red ratio, hits mostly inhibitors; active = well fitted inhibition curve with a large enough effect in the signal ratio, with a control signal flat, not every such curve was filed as active; inconclusive = small, poorly fitted or top-dose-only effect, or effect the other way, or a change in a side signal; the % refers to the signal ratio;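 note: potency is the fitted concentration of half-maximal effect; plate controls were basal doxycycline-induced cells for no effect and cells given 10 µM MG132 for full effect; MG132 reads +100%, hits lower the ratio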
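TMD8 human ABC-DLBCL cells with doxycycline-inducible IκBα–green luciferase fusion and unfused red luciferase, in 0.5% FBS medium; compounds up to 46 uM, 4 h at 37C. Green/red luminescence ratio, filter-overlap corrected, fitted to concentration-response curves.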
Giardia killer: kills Giardia lamblia. Giardia lamblia trophozoite viability. activity change, % at 7.66 µM, hits read low. hit rate 0.15% among 340,000. AID 540267; in the data active = activity change below about -80%; inconclusive = between about -30% and that limit;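 note: parasites exposed to compound for two days anaerobically before the ATP read; % is set by controls: 0 for no effect and ±100 for the full control effect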
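Anaerobic 48 hrs incubation at 37 deg C of 100 trophozoites/well with test compounds; ATPLite 1-Step luminescence, 15-30 min RT, reports cellular ATP as viability.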
KCNH2 WT inh: KCNH2 (human, wildtype) channel inhibition; Q12809; U2OS, BacMam KCNH2, thallium flux FluxOr; hits give low values; activity change, % at 1.84 µM; hit rate 0.37% among 340,000; AID 720551;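 active = maximum activity change below -70%; inconclusive = maximum activity change between -70% and -50%; inactive = maximum activity change above -50%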; note: % is set by controls: 0 for no effect and ±100 for the full control effect
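U2OS cells transduced with wild-type KCNH2 virus are loaded with FluxOr dye for 45 min, and thallium flux is measured in kinetic reads before and after stimulation buffer. Rate constants are normalized to DMSO controls.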
A-T KAP1 phos: potential ataxia-telangiectasia treatment. […] A-T fibroblasts, KAP-1 phosphorylation AlphaLISA; neocarzinostatin DNA damage 30 min before lysis. Potency, µM (top dose mostly 57.5 µM), for the others: at the top dose activation, actives largely listed as activators. hit rate 0.19% among 320,000; note: potency is the fitted concentration of half-maximal effect; % of control where 0% means no effect; nearly all actives have a fitted effect of over 45% in size
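ATM-like activity read as KAP-1 phosphorylation via AlphaLISA donor/acceptor antibody pairs after lysis and 6 hr at 25C. Cells were ATM-null patient fibroblasts ([…], hTERT), dosed 60 min, then exposed to the DSB inducer NCS for 30 min.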
Tb PFK block: T. brucei PFK enzyme inhibition. hit rate 0.17% among 330,000. T. brucei PFK, ADP-Glo luminescence. Potency, µM (highest dose often 57.5 µM), for inactives: at the top dose activity, negative = inhibition, most hits filed as inhibitors;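 note: potency is the fitted concentration of half-maximal effect; 0% = uninhibited 1x PFK enzyme wells and -100% = no-enzyme wells; nearly all actives have a fitted effect of over 60% in size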
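Luminescent ADP detection (ADP-Glo, two-step: ATP depletion then ADP-to-ATP conversion for luciferase) reported PFK activity after 45 min room-temperature reaction of 1.25 nM enzyme with 0.5 mM F6P and 0.1 mM ATP at pH 8.0.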
* = called active by the depositor; i = inactive; u = inconclusive; x = no result given; [ ] = remark or other dose. Unless noted, calls come from the whole dose curve; as a rule, active = well fitted curve in the direction sought with a large enough effect; inconclusive = small, poorly fitted or top-dose-only effect, or another doubt; inactive = no such curve, though single readings can be large; an effect the other way counts as inactive or inconclusive.

compound | Coupling enz | MLL CXXC-DNA inh | GALK inhibitor | TSHR antagonist | TCR act | BCR signal inh | Giardia killer | KCNH2 WT inh | A-T KAP1 phos | Tb PFK block
Cc1cc(/C([O-])=C(/C(=S)Nc2ccc(F)cc2)[n+]2ccccc2)c(C)n1-c1ccc(F)cc1 | -8 | -9% | 1% | 10 | 11% | u | -19 | -18 | -5% | 23%
Cc1csc2c(=O)sc(NC(=O)c3cccs3)nc12 | 4 | 55%[activator] | x | 9 | -5% | 19% | 0 | -5 | 2% | 3%
CCOc1cccc(/C=N/NS(=O)(=O)c2ccc(C)c([N+](=O)[O-])c2)c1O | 13 | -4% | -3% | -3 | 0% | u | 2 | -10 | -14% | 3%
COc1cc(/C=C/C(=O)O)ccc1S(=O)(=O)N1CCCc2ccccc21 | -9 | 17% | -1% | 7 | 1% | 5% | -20 | i | 4% | -6%
C=CCNc1nc(Nc2ccc(Cl)cc2)nc(OC)n1 | 0 | 9% | 0% | -6 | -7% | u | 5 | 0 | -4% | 1%
CCOCCCNC(=O)C1(O)c2cc(Br)ccc2NC(=O)N1c1ccc(OCC)cc1 (configuration not stated) | 0 | 5% | -4% | 3 | 5% | 4% | -13 | 4 | -11% | 0%
N/C(CN1CCCCC1)=N\S(=O)(=O)c1cc(Cl)cc(Cl)c1 | 3 | -1% | x | 5 | -3% | 10% | 8 | -4 | 4% | 2%
CSc1nnc(NC(=O)c2nc(S(=O)(=O)Cc3ccccc3)ncc2Cl)s1 | x | u | -6% | -38 | -10% | u | 10 | 5 | -12% | -1%
O=[N+]([O-])c1ccccc1OCC(O)CNC1CCCC1 (configuration not stated) | 0 | 0% | 1% | -7 | 14% | -8% | u | 1 | 1% | 2%
CCOc1ccccc1NC(=O)CSc1nnc(-c2cccnc2)o1 | x | x | x | 38 | 2% | -13% | -28 | 2 | 34% | -13%
Cc1ccc(Cc2nc3ccccc3[nH]2)cc1 | 1 | -8% | 2% | -3 | -23% | u | 11 | -23 | -9% | -7%
COc1ccc(S(=O)(=O)N(C)c2ccc(C(=O)N3CCC(C(N)=O)CC3)cc2)cc1OC | 2 | -7% | -1% | -10 | 8% | -10% | -19 | -1 | 2% | 2%
Cn1cc(/C=N/NC(=O)COc2ccccc2[N+](=O)[O-])c2ccccc21 | -9 | 14% | 1% | 1 | 7%[46.1 µM] | u | 13 | x | -3% | 2%
CCN(CC)c1ccc(/C=N/NC(=S)NCc2ccccc2)c(O)c1 | -4 | 12% | -2% | 18 | -3%[46.1 µM] | -1% | -11 | -1 | -2% | -1%
CCCCN(CCCNC(=O)C1CCCN(S(=O)(=O)CCC)C1)Cc1ccccc1 (configuration not stated) | 2 | -11% | -4% | -5 | 0% | -1% | -10 | -11 | -2% | -2%
CCN1C(=O)[C@H]2[C@@H](c3ccc(C)cc3)N3C(=O)N(c4cccc(Cl)c4)C(=O)[C@@]3(Cc3ccccc3)[C@H]2C1=O | x | x | x | 3 | -3% | -1% | -4 | -2 | 9% | 0%
COc1ccccc1N1CCN(C(=O)CCNS(=O)(=O)c2cc(Br)cnc2N)CC1 | x | 53%[activator] | -6% | 6 | 6% | u | -12 | 2 | 17% | 14%
COC(=O)c1ccncc1C(=O)Nc1ccc(F)cc1 | 2 | 5% | -1% | 1 | 11% | -9% | 2 | 6 | 5% | -6%
COC(=O)c1[nH]c2ccc(Cl)cc2c1NC(=O)C1CC1 | 0 | 2% | 1% | 5 | 1% | 7% | -16 | 17 | 0% | -1%
O=C(O)c1ccc(NC(=O)c2cn(-c3ccccc3)nc2-c2ccc(F)cc2)cc1 | 2 | -2% | 1% | -18 | -1% | -6% | -5 | 3 | -2% | 4%
O=C(c1sc(N2CCOCC2)nc1-c1ccccc1)N1CCCCC1 | 1 | 0% | 0% | -4 | 7%[46.1 µM] | -11% | 8 | -7 | -5% | 0%
O=C(COC(=O)c1cc(S(=O)(=O)N2CCOCC2)c(Cl)cc1Cl)c1ccc[nH]1 | x | x | x | -45 | -1% | u | -2 | -11 | -10% | -12%
COc1ccccc1C(=O)OCC(=O)c1ccc(CNC(C)=O)s1 | x | x | x | 2 | 12% | 3% | -15 | 1 | 5% | 4%
Cc1cc(C(=O)COC(=O)c2ccco2)c(C)n1Cc1ccco1 | 0 | 10% | -4% | 14 | -22% | 0% | 5 | x | -5% | -11%
CCCN1CCC(N2CCCC(C(=O)O)C2)CC1 (configuration not stated) | 3 | 8% | -3% | 5 | 1% | 0% | -11 | 4 | 0% | 4%
O=C(N/N=C\c1cccc(F)c1)c1ccc(-c2ccccc2)cc1 | x | -1% | -2% | 20 | -1% | u | 4 | -11 | -7% | 0%
COc1ccc(C(CCNCc2ccc(OC)c(OC)c2)c2ccc(F)cc2)cc1 (configuration not stated) | 0 | 4% | -2% | 2 | -2% | -2% | 9 | 3 | 7% | -2%
COc1ccc(CNc2ncnc3cc(OC)c(OC)cc23)cc1 | -19 | 12% | 0% | -1 | 0% | -9% | 45[activator] | 5 | -1% | u
CCOc1ccc(C(C)=O)cc1COC(=O)c1ccc2c(c1)NC(=O)CS2 | x | x | x | -20 | x | -20% | 14 | -21 | 12% | -12%
OCC1(Cc2ccc(F)cc2F)CCCN(Cc2ccc(Cl)cc2)C1 (configuration not stated) | 0 | 7% | -6% | 9 | -14% | 3% | 2 | 12 | 7% | -2%
Cc1cc(N/N=C/c2cccc(F)c2)nc(NCc2ccccc2)n1 | -2 | 1% | -1% | u | 2% | u | -5 | 4 | -15% | 1%
O=c1c2c(nc3c(-c4cccc5ccccc45)c[nH]n13)CCC2 | 0 | 1% | -1% | 4 | -2% | u | -9 | -1 | -9% | -5%
COc1ccc(CCNC(=O)c2nnn(-c3cc(C)cc(C)c3)c2N)cc1OC | -4 | 0% | 0% | -12 | 7% | -4% | 19 | 12 | 2% | 0%
CCOc1cc(C(N)=O)cc(Br)c1OCc1ccccc1 | 1 | 6% | 2% | -10 | -8% | 0% | 2 | 2 | 10% | 4%
O=C(CCNC(=O)C1CCN(S(=O)(=O)c2ccc(F)cc2)CC1)NCc1ccc(Cl)cc1 | x | 1% | 7% | 3 | -8% | -7% | 22 | -22 | -2% | 0%
CCc1ccccc1NC(=O)CSc1nnc(CCNC(=O)OC(C)(C)C)o1 | 2 | -7% | 1% | 0 | 4% | -1% | 6 | 0 | 7% | -5%
CCOC(=O)C1(CCOc2ccccc2)CCN(Cc2ccc(OC)c(COC)c2)CC1 | -3 | -3% | 2% | 15 | x | -10% | 0 | -3 | x | 0%
O=C(CCS(=O)(=O)Cc1ccccc1)N1CCN(Cc2ccccc2)CC1 | 2 | 9% | 0% | 4 | -13% | 1% | -20 | -13 | 0% | 0%
COc1cccc2[nH]c3c(N4CCc5ccccc5C4)ncnc3c12 | 1 | 0% | 2% | -2 | -2% | u | -18 | 3 | -4% | 0%
CCC(C(=O)OCC(=O)Nc1ccc(OC)cc1OC)c1ccccc1 (configuration not stated) | 0 | -4% | -8% | -4 | 1% | 1% | -4 | 1 | 7% | -1%
O=C(O)c1nn(Cc2nc3ccccc3o2)c(=O)c2ccccc12 | 0 | 3% | 5% | 5 | -2% | u | 9 | 2 | -1% | -2%
N#Cc1ccc(S(=O)(=O)N2CCc3[nH]c4ccc(F)cc4c3C2)cc1 | -2 | 4% | -2% | -9 | -7% | u | 1 | -3 | 3% | -2%
COc1ccccc1NC(=O)c1cc2ccccc2o1 | -4 | 0% | -1% | -11 | -3%[46.1 µM] | u | -19 | -5 | -3% | -1%
Cn1cc(/C=C(\NC(=O)c2ccccc2Cl)C(=O)N2CCOCC2)c2ccccc21 | 5 | 15% | 6% | 6 | -2% | u | -21 | -13 | 8% | 1%
COc1cc(OC)c(C(=O)Nc2cccc3ccccc23)cc1OC | 2 | -12% | 0% | -10 | 11% | u | 3 | -11 | 1% | -3%
Cc1ccc(CNC(=O)c2nnc(CS(=O)(=O)c3ccccc3)o2)cc1 | 1 | x | x | -2 | 3% | 5% | 2 | -11 | -3% | -1%
O=C(Nc1nnc(-c2ccc(Br)cc2)o1)c1cccc(N2C(=O)CCC2=O)c1 | x | x | x | -12 | -1% | u | -7 | -16 | 1% | 0%
CCC(C)NC(=O)Nc1ccc(Br)cc1Cl (configuration not stated) | 1 | -1% | -1% | -13 | 1% | u | -2 | -1 | 12% | -2%
COc1ccc(C(=O)N(C)CC(O)c2ccccc2)cc1OC1CCN(C(C)=O)CC1 (configuration not stated) | x | 3% | -3% | 27 | 5% | 1% | -7 | 20 | 1% | 1%
O=C(CSc1ncnc2ccccc12)N1CCNC1=O | x | x | x | -9 | -4% | 1% | 5 | -4 | -4% | 3%
